Screening results from PubChem BioAssay.
Vif-A3G inh = Vif-A3G binding inhibition; actives 0.076% (n = 410,000); Q9HC16; AID 602310; Potency, µM (titrated, usually from 46.1 µM), without a hit: at the top dose activity, negative = active, most hits filed as inhibitors; HeLa A3G-eYFP + Vif (tagged APOBEC3G with the HIV-1 protein that degrades it), YFP fluorescence, overnight;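 also: potency is read from the fitted curve at half-maximal effect; % is scaled to controls: 0 for no effect and ±100 for the full control effect; nearly all actives have a fitted effect of over 60% in size; hits raise eYFP signal because A3G escapes Vif-driven loss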
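Read-out is eYFP fluorescence (Ex 488/Em 500-530) from Vif-expressing HeLa A3G-eYFP cells; more signal means A3G escaped Vif-mediated degradation. Cells plated overnight, compound pinned in, incubated overnight at 37 deg C.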
D1 agonist = activates the human D1 dopamine receptor; HEK293 T-REx D1 cells, calcium flux, agonist mode; activation, % at 2 µM; actives 1% (n = 360,000); in the data active = activation above about 30%; also: 0% is about no effect
Target sequence (P21728 whole entry, looked up): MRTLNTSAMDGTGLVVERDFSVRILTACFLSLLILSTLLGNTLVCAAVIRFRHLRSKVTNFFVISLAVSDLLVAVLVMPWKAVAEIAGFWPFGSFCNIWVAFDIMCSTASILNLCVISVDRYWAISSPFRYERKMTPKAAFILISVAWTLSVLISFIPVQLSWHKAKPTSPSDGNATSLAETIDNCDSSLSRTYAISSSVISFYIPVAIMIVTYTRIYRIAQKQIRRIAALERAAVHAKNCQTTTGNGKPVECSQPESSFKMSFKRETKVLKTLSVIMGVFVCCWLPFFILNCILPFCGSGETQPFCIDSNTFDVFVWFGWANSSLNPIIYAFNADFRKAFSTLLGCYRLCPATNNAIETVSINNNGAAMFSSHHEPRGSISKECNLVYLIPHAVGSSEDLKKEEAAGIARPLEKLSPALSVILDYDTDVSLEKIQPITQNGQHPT
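Inducible HEK293 T-REx D1 cells, force-coupled to calcium signalling, were plated at 4000 cells/well with tetracycline and held overnight at 30 C. After no-wash calcium dye loading, compound-evoked calcium rise over 180 s flagged agonists.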
LDHA block = LDHA (human) enzyme inhibition; purified LDHA, NADH/diaphorase-resazurin fluorescence; hits give low values; actives 0.15% (n = 480,000); activity change, % (values are at about 110 or 230 µM); P00338; in the data active = activity change below about -30%; inconclusive = mostly about -25% to -30%;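 also: plate controls were DMSO wells for no effect and wells without enzyme for full effect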
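Human LDH5 at 2 nM final in Tris HCl pH 7.4 with 0.06 mM NADH and 0.2 mM pyruvate, reacted 5 minutes at room temperature. Remaining NADH coupled via diaphorase/resazurin; resorufin fluorescence read at 0 and 20 minutes, normalized to enzyme-free and DMSO wells.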
D2 potentiator = D2 dopamine receptor (human) potentiation | HEK293 T-REx D2, calcium flux, EC20 dopamine potentiation | potentiation, % at 10 µM | AID 485347 | P14416 | actives 0.34% (n = 340,000);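 active = potentiation over 3 SD above the plate norm, cut at about 30% in these data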; also: 0% is about no effect
Target sequence (P14416 whole entry, looked up): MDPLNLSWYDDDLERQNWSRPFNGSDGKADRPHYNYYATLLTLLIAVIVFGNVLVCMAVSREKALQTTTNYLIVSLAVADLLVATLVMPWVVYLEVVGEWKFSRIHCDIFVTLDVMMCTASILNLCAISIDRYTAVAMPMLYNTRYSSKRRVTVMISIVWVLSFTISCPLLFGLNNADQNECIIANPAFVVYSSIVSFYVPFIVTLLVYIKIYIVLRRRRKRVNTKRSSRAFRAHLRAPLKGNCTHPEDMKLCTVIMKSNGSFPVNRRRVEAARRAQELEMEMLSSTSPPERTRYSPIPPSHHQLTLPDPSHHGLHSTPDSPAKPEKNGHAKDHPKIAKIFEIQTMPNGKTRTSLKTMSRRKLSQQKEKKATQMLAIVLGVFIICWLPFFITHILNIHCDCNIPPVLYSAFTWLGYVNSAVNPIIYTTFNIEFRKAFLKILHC
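Cells plated with tetracycline inducer and held overnight at 30 C; calcium dye loaded 30–90 min at room temperature; baseline taken, compound added and read 180 s; EC20 dopamine then added and read 180 s.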
Vif-A3F inh = Vif-A3F binding inhibition. HeLa A3F-eYFP + Vif (tagged APOBEC3F with the HIV-1 protein that degrades it), YFP fluorescence increase. Potency, µM (series often up to 46.1 µM), inactives show at the highest dose activity, negative = active. actives 0.2% (n = 390,000). AID 602313; also: potency is read from the fitted curve at half-maximal effect; % of control where 0% means no effect; nearly all actives have a fitted effect of over 65% in size
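HeLa cells stably expressing A3F-eYFP plus Vif, plated and incubated overnight at 37 deg C, then exposed to compounds overnight at 37 deg C. Blocked degradation read as raised yellow fluorescence (Ex 488/Em 500-530).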
GRP78 ERSR act = inducers of ER stress response in human glioma cells. Potency, µM, inactives show at the top dose activation, hits mostly activators. actives 0.02% (n = 420,000). AID 602332. U87-MG GRP78 promoter luciferase reporter, 16 h; also: potency is read from the fitted curve at half-maximal effect; series mostly up to about 76 µM; % of control where 0% means no effect; nearly all actives have a fitted effect of over 35% in size
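Stably transfected U87-MG glioma cells carrying a GRP78-based luciferase sensor; 16 h compound incubation. Luminescence end-point read 10 min after Bright-Glo addition at room temperature.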
D1 potentiator = human D1 dopamine receptor positive modulation. potentiation, % at 10 µM. HEK293 TREx D1 cells, calcium flux, dopamine EC20 potentiation. actives 0.036% (n = 360,000). AID 504651. P21728; in the data active = potentiation above about 30%; also: 0% is about no effect
RXFP1 ag = activates the human relaxin receptor RXFP1; Q9HBX9; AID 2676; actives 0.3% (n = 370,000); Potency, µM (highest dose often 57.5 µM), inactives show top-dose activation, hits mostly activators; HEK293T-RXFP1 cAMP TR-FRET, 30 min; response scale: percent of porcine relaxin response, buffer zero; also: potency is read from the fitted curve at half-maximal effect; % is scaled to controls: 0 for no effect and ±100 for the full control effect; nearly all actives have a fitted effect of over 60% in size; many of its hits are not listed in these tables
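HEK293T cells stably expressing RXFP1 were pretreated with the PDE4 inhibitor Ro 20174, exposed to compounds for 30 min at 37C, lysed, and cAMP was read by TR-FRET. Data normalized to buffer (basal) and 29 nM porcine relaxin (100%).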
D1 antagonist = human D1 dopamine receptor antagonism | P21728 | HEK293 TREx D1 cells, calcium flux, dopamine EC80; hits give low values | activity change, negative = inhibition, % at 10 µM | actives 3.2% (n = 360,000) | AID 504652; in the data active = activity change below about -30%; also: % is scaled to controls: 0 for no effect and ±100 for the full control effect
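Cells carrying a force-coupled, tetracycline-inducible human D1 receptor report calcium flux. Each well gets a 10 s baseline, compound with 180 s monitoring, then an EC80 dopamine stimulus with a second 180 s kinetic read.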
Starred values were filed as active, the others as inactive; ? = inconclusive; . = no result given; & = joins results of further samples. Unless noted, calls follow the shape of the dose curve; as a rule, active = well fitted curve in the direction sought with a large enough effect; inconclusive = small, poorly fitted or top-dose-only effect, or another doubt; inactive = no such curve, though single readings can be large; an effect the other way counts as inactive or inconclusive. The list is partial (hit frequency here may not be typical).

SMILES	Vif-A3G inh	D1 agonist	LDHA block	D2 potentiator	Vif-A3F inh	GRP78 ERSR act	D1 potentiator	RXFP1 ag	D1 antagonist
O=C(CCc1nnc2ccc(NCc3ccco3)nn12)Nc1cccc(F)c1	-16%	2	-2	1	-10%	3%	-3	4.2%	-7
CCN(CC)c1ccc(C=Nc2ccc(OC)c(S(=O)(=O)N3CCOCC3)c2)c(O)c1	3%	1	5	6	-2%	-1%	-8	3.7%	-33*
Cc1cc(-c2cn3ccccc3n2)c(C)n1-c1ccccc1	1%	2	-10	2	?	-7%	2	2.7%	2
COc1ccc(Cc2nnc(NC(=O)Cn3cnc4c3c(=O)n(C)c(=O)n4C)s2)cc1OC	-1%	0	-2	1	0%	-2%	4	8.0%	-2
COc1ccc(C(=O)NCCCN2CCOCC2)cc1S(=O)(=O)N1CCCc2ccccc21	-1%	2	-6	-10	2%	0%	4	-3.3%	6
[N-]=C=C1C(=S)NC(=O)[C@H]([n+]2ccccc2)[C@H]1c1ccc(Cl)cc1	1%	3	0	6	1%	-2%	0	9.2%	0
CC12CC3(C)CC(C)(C1)CC(C(=O)NCCc1ccc(S(N)(=O)=O)cc1)(C2)C3	-3%	4	-5	2	-6%	-4%	0	4.6%	0
COc1ccc(CNC(=O)CN(Cc2ccccc2)C(=O)CCC(=O)Nc2nccs2)cc1	0%	0	-2	.	8%	-8%	-1	1.2%	-9
Cc1ccc(CNC(=O)c2ccc3c(=O)n(-c4ccccc4)c(=O)[nH]c3c2)cc1	-2%	8	-3	3	1%	-1%	0	?	-15
O=C(CSc1ccc(-c2cccnc2)nn1)Nc1ccccc1F	-1%	2	-7	0	-8%	0%	2	0.3%	-23
Cc1nc(SCC(=O)N2CCNC2=O)c2ccccc2n1	-18%	.	-7	.	-2%	-3%	.	.	.
O=C(CN1C(=O)NC2(CCCC2)C1=O)Nc1ccc(OC(F)(F)F)cc1	-6%	4	0	-4	-14%	7%	.	1.0%	-5
COc1ccc(C(=O)c2ccc3oc(-c4ccc(OC)cc4)c(-c4ccc(O)cc4)c3c2)cc1	-5%	.	0	.	-27%	-1%	.	.	.
CCOc1ccccc1CN1CCN(CCCn2cccn2)CC1CCO (configuration not stated)	1%	1	-3	-3	2%	-1%	1	1.2%	4
Cc1ccc(N(C)S(=O)(=O)c2cccc(C(=O)N(C)Cc3cnn(-c4ccccc4)c3)c2)cc1	-18%	11	-4	.	3%	-4%	-6	1.7%	-11
O=S(=O)(c1ccc(S(=O)(=O)N2CCCC2)cc1)N1CCCCCC1	0%	3	-8	1	0%	-4%	-4	0.1%	-39*
O=C1/C(=C/c2ccccc2)CCc2ccc(Cl)nc21	?	.	-1	.	2%	?	.	.	.
Cc1ccc2c(c1)P(=O)(O)c1cc(C)ccc1O2	-1%	.	-11	.	12%	-4%	.	.	.
O=c1c(Cl)c(Cl)cnn1Cc1ccccc1Cl	?	1	-3	13	1%	-13%	-6	0.0%	-28
Cc1ccc(C(c2sc3ncnn3c2O)N2CCC(C)CC2)cc1 (configuration not stated)	-4%	0	2	10	1%	-3%	-3	-2.7%	-5
CC(=O)c1sc(Nc2nc3ccc(F)cc3s2)nc1C	-22%	10	-6	-3	7%	1%	-4	2.5%	-23
COc1ccc(/C=C2\N=C(c3ccc(C)cc3)OC2=O)cc1	-1%	0	-10	1	2%	-3%	-6	-1.9%	-2
CC(NC(=O)Nc1ccccc1)C(c1cccs1)N1CCN(c2ccccc2)CC1 (configuration not stated)	2%	0	1	7	-11%	-2%	6	-2.7%	-3
CCOC(=O)CSc1nc2c(sc(=S)n2-c2ccccc2)c(=O)[nH]1	-1%	1	0	-2	-5%	-4%	-4	1.0%	-10
COc1ccccc1N1CCN(C(=O)c2ccc3c(c2)CCN3S(C)(=O)=O)CC1	3%	1	-2	.	-10%	3%	-1	1.4%	6
Cc1cccc(CNC(=O)c2ccccc2N)c1	-5%	-2	1	.	-1%	6%	0	0.9%	4
O=C(CN1C(=O)/C(=C/c2ccccc2Cl)SC1=S)NC1C=CS(=O)(=O)C1 (configuration not stated)	-13%	3	-7	9	-2%	7%	-2	1.8%	-8
O=C(CSc1n[nH]c(-c2ccccc2F)n1)NCC(=O)Nc1ccc(F)c(F)c1F	7%	3	-2	4	-23%	-1%	2	0.3%	2
COCCN(Cc1ccccc1)P(=O)(O)c1ccccc1OCC(=O)O	1%	1	0	5	.	0%	-2	3.3%	-13
CSc1ccc(CCNC(=O)c2cc3n(n2)CCCN(Cc2ccc(C)cc2)C3=O)cc1	1%	9	-8	-2	-11%	-5%	0	-0.8%	-3

Part of the list above in order of heavy-atom count, low to high.
SMILES	Vif-A3G inh	D1 agonist	LDHA block	D2 potentiator	Vif-A3F inh	GRP78 ERSR act	D1 potentiator	RXFP1 ag	D1 antagonist
Cc1nc(SCC(=O)N2CCNC2=O)c2ccccc2n1	-18%	.	-7	.	-2%	-3%	.	.	.
COCCN(Cc1ccccc1)P(=O)(O)c1ccccc1OCC(=O)O	1%	1	0	5	.	0%	-2	3.3%	-13
CC(NC(=O)Nc1ccccc1)C(c1cccs1)N1CCN(c2ccccc2)CC1 (configuration not stated)	2%	0	1	7	-11%	-2%	6	-2.7%	-3

Next section.
SMILES	Vif-A3G inh	D1 agonist	LDHA block	D2 potentiator	Vif-A3F inh	GRP78 ERSR act	D1 potentiator	RXFP1 ag	D1 antagonist
COc1cccc(NS(=O)(=O)c2c(C)nc3sccn3c2=O)c1	4%	8	-3	-5	0%	0%	0	3.3%	-43*
O=C(NNc1ccccc1[N+](=O)[O-])Nc1cccc(Cl)c1	1%	17	23	27	1%	-3%	-9	-3.6%	-29
Cc1cc(=O)oc2c(C)c(OCC(=O)N3CCN(c4ccccc4)CC3)ccc12	-4%	1	-2	-5	3%	11%	-1	1.8%	-19
CCOc1nc(NCCc2ccc(OC)c(OC)c2)nc(NC(C)(C)CO)n1	6%	.	-10	.	0%	-3%	.	-0.5%	.
CCc1ccc(NC(=O)CN2C(=O)c3cccc4cccc2c34)cc1	-4%	2	-6	-10	1%	-2%	1	6.5%	7
CN1CCN(c2ccccc2NC(=O)c2ccc([N+](=O)[O-])cc2Cl)CC1	0%	1	-13	-1	20%	-1%	1	16%	-15
Cc1cc(C)nc(SCC(=O)N/N=C/c2ccc3c(c2)OCO3)n1	-2%	-1	-7	-2	1%	5%	-2	-0.9%	-7
CCCn1c(SC(C)C(=O)NC2CC2)nnc1-c1ccncc1 (configuration not stated)	1%	2	-1	3	-5%	3%	.	-0.7%	20
COc1ccc(OCC(=O)N(C)Cc2ccccc2)cc1	-6%	3	-3	-7	4%	5%	11	5.0%	-2
Cc1oc(C)c(C(N)=O)c1C(N)=O	1%	2	-7	-9	0%	-1%	-2	-0.4%	-12
COc1ccccc1NC(=O)CNC(=O)Cn1cnc2sc(C)c(C)c2c1=O	-6%	1	-4	-12	-6%	-2%	7	12%	11
CCOC(=O)c1cccc(NC(=O)NCc2ccc3c(c2)CCN3C(=O)CC)c1	0%	-1	-4	-9	-4%	1%	1	-0.8%	2
COC(=O)Cn1c(C)nc2ccccc21	0%	1	-11	-7	-4%	-3%	-2	-0.8%	5
Cc1sc2nc3n(c(=O)c2c1C)CCCCC3	-2%	-1	-1	9	1%	0%	-2	2.6%	8
O=C(Nc1c(F)c(F)c(F)c(F)c1F)NC1CCCCC1	2%	3	-10	4	0%	-3%	6	0.3%	-5
Cc1ccc(C)c(N2N=C(C(=O)OCc3nnc(-c4ccccc4)o3)CCC2=O)c1	3%	1	6	2	-8%	-3%	2	2.1%	3
O=C(CCNc1ccc(F)cc1)c1ccco1	-19%	11	0	-4	-6%	-14%	1	0.9%	12
O=C(Nc1cc(Cl)cc(Cl)c1)c1ccc(F)c(S(=O)(=O)NC2CCCCC2)c1	-1%	3	-1	5	4%	0%	2	0.6%	-4
CC(=O)Nc1ccc(NC(=O)C(C)OC(=O)C(C)SCC(=O)Nc2ccc(F)cc2)cc1 (configuration not stated)	-2%	3	-4	.	1%	-3%	0	-0.2%	3
COc1ccc(-c2noc(CCC(=O)Nc3ccc(C)c(C)c3)n2)cc1	0%	6	-6	2	0%	2%	-3	0.2%	-17
CC1(C)CC(=O)C2=C(C1)NC(Nc1nc3ccccc3o1)=NC21CCCC1	-1%	-2	-2&-1	22	-3%	-4%	-3	-0.4%	16
Cc1onc(C(=O)Nc2sc3c(c2C#N)CCCC3)c1[N+](=O)[O-]	-18%	8	-1	-31	0%	?	1	3.6%	2
O=C(Nc1ccccc1C(F)(F)F)c1ccc2nccnc2c1	-10%	0	1	1	-8%	7%	-2	0.7%	2
CCN(CC)c1ccc(/C=N/N2C(=O)c3ccccc3C2=O)cc1	-2%	0	-3	13	4%	4%	-4	1.4%	6
Cc1ccc(C(C)C)c(OCC(=O)Nc2ccc3c(c2)nc(CN2CCCC2)n3C)c1	-4%	5	9&2	13	-13%	-5%	-15	-0.9%	-25
Cc1ccc(NC(=O)CN2C(=O)S/C(=C\c3cccn3-c3cccc(C(=O)O)c3)C2=O)c(C)c1	-2%	3	-7	8	9%	-4%	-2	-0.8%	-1
O=C(Nc1ccccc1)C1CC(=O)N(c2ccc3c4c(cccc24)CC3)C1 (configuration not stated)	-5%	1	-7	-3	-3%	-2%	-9	0.6%	9
COc1ccc(C(=O)c2ccccc2Cl)cc1OC	-3%	1	-13	4	0%	-1%	2	1.3%	-3
Cc1ccnc(SCc2cc(=O)c(OC(=O)c3ccc(S(=O)(=O)N(C)C)cc3)co2)n1	-2%	6	0	-7	-19%	-5%	-2	6.4%	-21
C/C(N)=C(/C#N)C(=O)COC(=O)c1cc(-c2cccc(Br)c2)nc2ccccc12	-12%	1	0	9	-11%	-2%	-10	5.8%	-1

Four of the entries above in order of their number in D1 potentiator, highest first.
molecule	D1 potentiator
[N-]=C=C1C(=S)NC(=O)[C@H]([n+]2ccccc2)[C@H]1c1ccc(Cl)cc1	0
COC(=O)Cn1c(C)nc2ccccc21	-2
CC1(C)CC(=O)C2=C(C1)NC(Nc1nc3ccccc3o1)=NC21CCCC1	-3
CCN(CC)c1ccc(/C=N/N2C(=O)c3ccccc3C2=O)cc1	-4
